# GPR35 antagonists: GPR35 antagonists blocking zaprinast-driven arrestin recruitment, primary screen, imaging, U2OS, beta-arrestin-GFP, zaprinast agonist (AID 2058). U2OS GPR35 beta-arrestin-GFP translocation imaging, zaprinast antagonism; higher % means a stronger effect. one-dose inhibition, % at 10 µM; IC50 in µM for titrated hits. actives 0.052% (n = 290,000);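 active = inhibition of at least 50% with at least 30 cells and total cytoplasm GFP at most 10,000,000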
# NTR1 ag: NTR1-driven beta-arrestin-GFP spot formation – imaging, U2OS cells, high content, primary screen (AID 493036) | P30989 | agonist mode | activation, % at 20 µM | actives 0.17% (n = 330,000);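 active = activation at or above 40% of the spot to cytoplasm intensity ratio, with at least 20 cells analyzed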;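 also: 0% = DMSO without peptide and 100% = 100 nM NTR1 peptide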
# Target sequence (P30989 whole entry, looked up): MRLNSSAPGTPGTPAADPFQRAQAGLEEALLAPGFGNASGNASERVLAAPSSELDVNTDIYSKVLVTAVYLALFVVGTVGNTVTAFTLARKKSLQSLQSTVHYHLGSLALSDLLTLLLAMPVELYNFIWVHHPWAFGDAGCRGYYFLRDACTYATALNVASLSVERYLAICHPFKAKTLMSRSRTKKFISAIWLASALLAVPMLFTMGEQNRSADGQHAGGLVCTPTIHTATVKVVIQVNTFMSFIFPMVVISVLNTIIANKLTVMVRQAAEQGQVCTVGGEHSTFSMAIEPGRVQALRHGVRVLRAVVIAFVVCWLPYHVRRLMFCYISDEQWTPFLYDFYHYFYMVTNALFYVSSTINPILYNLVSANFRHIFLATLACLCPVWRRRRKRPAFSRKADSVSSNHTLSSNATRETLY
# GPR55 beta-arrestin: GPR55 agonists via beta-arrestin recruitment, primary screen, imaging, U2OS cells, beta-arrestin-GFP redistribution (AID 1961); U2OS GPR55 beta-arrestin-GFP redistribution imaging; higher % means a stronger effect; actives 0.048% (n = 290,000); activation, % at 10 µM, or EC50 in µM where a hit was titrated;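 active = activation above 40% with more than 50 cells counted in the well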;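 also: U2OS osteosarcoma cells stably expressing GPR55 and beta-arrestin-GFP; plate controls were DMSO negative control for no effect and LPI positive control for full effect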
# HIV peptide binding: inhibitors of HIV fusion peptide binding, primary screen, biochemical, uHTS, fluorescence dequenching (AID 1986) | cell-free peptide binding, fluorescence dequenching, 30 min; higher % means a stronger effect | inhibition, % at 20 µM, or IC50 in µM where a hit was titrated | actives 0.3% (n = 290,000); in the data active = inhibition mostly above about 52%, no sharp cut-off; inactive = mostly below about 76%; also: some results filed as inactive read as strong as hits
# AID2073: inhibitors of Mint1-CaV2.2 protein interaction, biochemical, HTRF (AID 2073); HTRF protein-protein interaction, Mint1-CaV2.2; higher % means a stronger effect; one-dose inhibition, % at 20 µM; IC50 in µM for titrated hits; actives 0.19% (n = 290,000); in the data active = inhibition mostly above about 51%, no sharp cut-off; also: some results filed as inactive read as strong as hits
# Dengue-2 NS5 capping: flavivirus cap methylation enzyme inhibition – biochemical, confirmation dose response, primary screen (AID 588689). Dengue-2 NS5 methyltransferase capping enzyme assay, biochemical; higher % means a stronger effect. one-dose inhibition, % at 25 µM; IC50 in µM for titrated hits. actives 0.3% (n = 340,000); in the data active = a potency from the dose series
# Siah-1 displacement: Siah-1 peptide-binding antagonists, primary screen, biochemical, fluorescence polarization, rhodamine-plectin, uHTS (AID 1817); Siah-1 / rhodamine-plectin peptide fluorescence polarization; higher % means a stronger effect; actives 0.02% (n = 290,000); one-dose displacement, % at 20 µM; IC50 in µM for titrated hits;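 active = displacement of at least 50% at 20 µM, with a fluorescence ratio check between 0.3 and a set limit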;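 also: plate controls were Siah plus tracer with DMSO for no effect and tracer alone without Siah for full effect; strong numbers were not always called active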
# GPR55 antagonists: GPR55 antagonists blocking LPI-driven arrestin recruitment, primary screen, imaging, U2OS, beta-arrestin-GFP, LPI agonist (AID 2013) | inhibition, % at 10 µM, or IC50 in µM where a hit was titrated | actives 0.13% (n = 290,000) | U2OS GPR55 beta-arrestin-GFP translocation imaging, LPI antagonism; higher % means a stronger effect;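 active = spots per cell inhibited over 60%, with over 100 cells counted and total cytoplasm intensity under 500,000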;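 also: U2OS cells stably carrying GPR55 and arrestin-GFP stimulated by 5 µM LPI near EC80; imaged beta-arrestin-GFP aggregate spots per cell after agonist stimulation; plate controls were LPI-stimulated DMSO wells for no effect and DMSO wells without LPI for full effect; some results filed as inactive read as strong as hits; confirmed hits need IC50 under 10 µM and bright autofluorescent wells are also inconclusive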
# K1F lysis inhibition: protection from phage-mediated lysis, alamar blue read-out – E. coli UTI89, K1F phage, bacterial capsule biogenesis inhibitors (AID 488966); E. coli UTI89 K1F phage lysis, alamar blue, 2 h; higher % means a stronger effect; inhibition, % at 100 µM; hits with a dose series show IC50 in µM; actives 0.02% (n = 340,000);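 active = phage lysis inhibition, versus mean bacterial control, above a set limit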;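 also: capsule biogenesis inhibitors block K1F phage lysis so surviving cells raise fluorescence; higher fluorescence means more inhibition of phage lysis; actives were called in the ten point dose series up to 300 µM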
# NTR1 ag cell count 20 µM: second read-out of NTR1 ag, no call of its own (marks repeat the call); cell count; measured here: cell count, cytotoxicity flag
# Dengue-2 NS5 capping pilot replicate: also measured in Dengue-2 NS5 capping; calls as there; inhibition, %; measured here: pilot screen replicate inhibition
# An asterisk follows results filed as active; · = not tested or not shown.
SMILES,GPR35 antagonists,NTR1 ag,NTR1 ag cell count 20 µM,GPR55 beta-arrestin,HIV peptide binding,AID2073,Dengue-2 NS5 capping,Siah-1 displacement,GPR55 antagonists,K1F lysis inhibition,others
CCOc1ccc(N2C(=O)CC(N3CCN(c4ccc(F)cc4)CC3)C2=O)cc1 (stereo unspecified),26%,-1.2,54,0.6%,-1.5%,24%,4%,-5%,7%,0.3%,
COc1ccc(C2C(C(=O)Nc3cccc(C)n3)c3ccccc3C(=O)N2C)cc1OC (stereo unspecified),-4%,-0.5,87,-0.1%,1.3%,-4%,-8%,10%,22%,0.0%,
COc1ccc(/C=C/C(=O)N2CCN(c3ccccn3)CC2)cc1OC,1%,2.2,51,0.9%,1.2%,29%,-1%,9%,-13%,0.0%,
O=C(NC1CCCC1)c1sc(=S)n2c1[nH]c(=O)c1ccccc12,26%,7.5,87,-0.1%,4.6%,22%,26%,4%,8%,0.3%,
Cc1ccc(C(=O)NC(=O)CSc2nnc(C)s2)cc1,2%,-0.5,66,1.0%,-1.7%,6%,-4%,-3%,24%,-0.1%,
Cc1occc(=O)c1OCc1ccccc1,-5%,4.4,23,-0.3%,-0.2%,19%,-7%,4%,13%,-1.6%,
CC(=O)N1N=C(c2ccc(Br)cc2)OC12CCCC2,5%,-1.3,56,0.3%,-1.9%,7%,-3%,3%,9%,-0.3%,
CN1CCN(C(=S)Nc2ccc(S(N)(=O)=O)cc2)CC1,2%,0.2,45,-0.1%,-0.9%,-7%,-5%,1%,2%,1.6%,
Cc1ccc(/C=N/Nc2ccc(C(=O)O)cc2)o1,-5%,0.1,54,-0.3%,-1.9%,20%,-12%,2%,8%,0.7%,
O=C(c1cc(S(=O)(=O)N2CCOCC2)ccc1Cl)N1CCN(c2ccccn2)CC1,-2%,0.0,64,-0.5%,-1.3%,-4%,-3%,-2%,13%,0.6%,
CCCN(CCC)C(=O)CC(c1ccc(F)cc1)c1ccco1 (stereo unspecified),-4%,-1.8,60,-0.1%,0.7%,17%,-8%,2%,4%,2.1%,
CC(/C=N/NC(=O)Cc1cccn1C)=C\c1ccco1,18%,-1.0,73,-0.3%,16%,8%,9%,-3%,-1%,0.1%,Dengue-2 NS5 capping pilot replicate=0.5
CCCCCOc1ccccc1C(=O)NCCCCCC(=O)O,6%,0.8,76,-0.2%,0.8%,0%,-9%,2%,1%,1.7%,
O=P(O)(CCCCP(=O)(O)CCc1ccccc1)CCc1ccccc1,2%,·,·,0.8%,2.5%,-6%,·,-2%,5%,·,
COCCSc1nnc(NC(=O)Cc2ccccc2OC)s1,2%,0.7,84,-0.1%,-0.4%,-9%,3%,-2%,9%,0.3%,
COc1cccc(Oc2coc3c(CN4CCOCC4)c(O)ccc3c2=O)c1,8%,-0.7,30,0.2%,5.1%,35%,6%,1%,0%,0.4%,
COc1cc(NC(=O)c2sc3ncn(CC(=O)N4CCCC(C)C4)c(=O)c3c2C)cc(OC)c1OC (stereo unspecified),5%,0.0,62,0.0%,-0.9%,6%,-5%,5%,3%,-1.4%,
Cc1ccc(-n2nnnc2SCc2nnc(-c3ccccc3Br)o2)cc1,-4%,-0.3,36,-1.0%,44%,-4%,-5%,-2%,-3%,2.4%,
Cc1ccc(S(=O)(=O)N(C)C)cc1NC(=O)COc1ccc(-c2nnco2)cc1,14%,0.1,54,-1.5%,-1.6%,-1%,-2%,1%,-1%,0.1%,
CCc1ccc(NC(=O)NC2CCCCCCC2)cc1,-16%,0.0,55,-0.1%,-0.4%,-4%,-2%,-4%,3%,0.3%,
COc1ccc(C(c2c(O)ccc3ccccc23)N2CCOCC2)c(OC)c1 (stereo unspecified),6%,11,82,1.1%,-1.7%,22%,-16%,12%,5%,0.3%,Dengue-2 NS5 capping pilot replicate=-1.5
COc1cccc(/C=C2/SC(=O)N(C)C2=O)c1OCc1ccc(C(=O)O)cc1,-2%,3.9,34,0.2%,-1.3%,-13%,-14%,-1%,22%,-1.0%,
Cn1cnnc1SCC(=O)Nc1ccc(Cl)cc1,-7%,-0.1,50,0.3%,1.9%,11%,-1%,4%,-5%,0.0%,Dengue-2 NS5 capping pilot replicate=-5.5
Cc1ccccc1Nc1nc(N)c2ccccc2n1,14%,1.7,68,-0.1%,-1.0%,3%,0%,-2%,-16%,4.7%,
COc1ccc(NC(=O)CSc2nnc(-c3ccco3)n2N)cc1Cl,1%,-1.5,59,0.3%,1.0%,-3%,-5%,2%,-17%,0.3%,
CC1CCN(C(=O)C2CCN(S(=O)(=O)c3cccnc3)CC2)CC1,5%,0.2,41,0.0%,-0.5%,-7%,-7%,0%,6%,0.0%,
COc1ccc(CNC(=O)c2csc(Cc3ccc(Cl)cc3)n2)cc1,-7%,-1.3,51,0.3%,3.0%,8%,-3%,1%,30%,-0.2%,
COc1cc(SC)ccc1C(=O)NC(C)C,5%,-2.0,80,-0.1%,-2.7%,-4%,-6%,3%,9%,-0.1%,
CC(C)CC1NC(=O)N(Cc2nc3ccccc3s2)C1=O (stereo unspecified),-8%,1.8,67,1.0%,-0.2%,3%,-20%,0%,10%,0.3%,
CCNC(=O)c1sc2cc(C)ccc2c1Cl,3%,-0.4,75,-0.1%,1.4%,-2%,6%,3%,-13%,0.4%,

# Entries shown so far containing fluorine, in the order listed:
SMILES,GPR35 antagonists,NTR1 ag,NTR1 ag cell count 20 µM,GPR55 beta-arrestin,HIV peptide binding,AID2073,Dengue-2 NS5 capping,Siah-1 displacement,GPR55 antagonists,K1F lysis inhibition,others
CCOc1ccc(N2C(=O)CC(N3CCN(c4ccc(F)cc4)CC3)C2=O)cc1 (stereo unspecified),26%,-1.2,54,0.6%,-1.5%,24%,4%,-5%,7%,0.3%,
CCCN(CCC)C(=O)CC(c1ccc(F)cc1)c1ccco1 (stereo unspecified),-4%,-1.8,60,-0.1%,0.7%,17%,-8%,2%,4%,2.1%,

# Going on with the list.
SMILES,GPR35 antagonists,NTR1 ag,NTR1 ag cell count 20 µM,GPR55 beta-arrestin,HIV peptide binding,AID2073,Dengue-2 NS5 capping,Siah-1 displacement,GPR55 antagonists,K1F lysis inhibition,others
CN(Cc1ccccc1)C1=CC(=[N+]2CCCC2)CC(C)(C)C1,-8%,1.6,64,0.9%,-2.9%,-12%,-19%,-2%,-8%,-0.2%,
Cc1ccc(C(=O)NCc2ccc(Cl)c(Cl)c2)o1,-19%,-4.1,85,0.2%,-1.0%,7%,-10%,1%,·,6.5%,
C/C(=C\c1ccccc1)C(=O)NCCc1ccccc1,4%,-0.9,79,-0.1%,-1.2%,-5%,4%,2%,-10%,0.4%,
CC(C)CN1C(=O)c2ccc(NC(=O)c3cccs3)cc2C1=O,1%,12,91,-0.2%,-1.2%,17%,-2%,0%,-2%,0.4%,
CCCC1S/C(=N/N=C/c2cccs2)NC1=O (stereo unspecified),16%,-0.4,57,-0.2%,0.3%,36%,-5%,1%,6%,0.3%,
N/C(=N/O)c1cccn1Cc1ccccc1[N+](=O)[O-],-6%,1.5,46,0.2%,0.7%,-2%,-1%,5%,-6%,0.5%,
c1csc(Cc2nn3c(-c4n[nH]c5c4CCC5)nnc3s2)c1,-7%,2.7,61,-0.1%,5.8%,19%,-6%,13%,-7%,1.7%,
CCOC(=O)N1CCN(C(=O)c2ccccc2N(Cc2ccccc2)S(=O)(=O)c2ccc(OC)cc2)CC1,-3%,2.7,30,-0.1%,1.1%,-3%,-6%,4%,-2%,0.2%,
Nc1cccc(-n2nncc2-c2ccccc2)c1,6%,3.7,70,-0.1%,0.1%,3%,-10%,0%,9%,-0.1%,
CCOc1ccc(NC(=O)NCCCn2c(C)nc3cc(C)c(C)cc32)cc1,-1%,12,88,-0.1%,-2.1%,-4%,-3%,2%,-2%,-0.6%,
COCCn1c(SCC(=O)OC(C)C)nnc1-c1ccccc1,-4%,1.1,82,-0.1%,-2.0%,0%,-1%,-5%,-1%,-1.0%,
CCn1cc(C2=NC(C)CO2)c2ccccc21 (stereo unspecified),-2%,0.8,54,-0.1%,-1.4%,-3%,1%,1%,-2%,7.0%,
COc1ccc(S(=O)(=O)N2CCC(C(=O)Nc3ccc4c(c3)OCCO4)CC2)cc1OC,-16%,4.5,96,0.3%,-2.7%,-6%,1%,0%,7%,-0.7%,
OCC1(CCc2ccccc2)CCN(C/C=C/c2ccccc2)CC1,8%,2.2,60,0.1%,-1.0%,2%,-6%,-2%,6%,0.4%,
CCOc1ccccc1N1CCN(C(=O)c2c(-c3ccccc3Cl)noc2C)CC1,-1%,1.6,50,0.4%,-2.1%,3%,3%,-5%,12%,0.6%,
O=C(Nc1ccc(N2CCN(C(=O)c3cccs3)CC2)cc1)c1cccnc1Cl,3%,0.7,68,0.3%,0.7%,-2%,17%,9%,6%,0.2%,
OCCSc1ncnc2c1oc1ccccc12,14%,0.1,42,-0.3%,-2.1%,4%,3%,3%,-9%,0.2%,
COc1ccc(/C=C2\CCCC3C2=NN(C(=O)c2scnc2C)C3c2ccc(OC)cc2)cc1 (stereo unspecified),0%,2.7,71,0.0%,-1.8%,43%,-4%,-2%,19%,-12%,
CCNS(=O)(=O)c1cc(S(C)(=O)=O)ccc1Cl,-2%,-1.4,52,-0.1%,-2.1%,-2%,-1%,-1%,-4%,0.1%,
CCOc1ccc(C(=O)NC(Cc2ccccc2)C(=O)OC)cc1 (stereo unspecified),9%,-2.2,56,-0.1%,-1.4%,3%,-7%,0%,-5%,4.7%,
O=C(NCCCn1ccnc1)C(=O)NCC1OCCCN1S(=O)(=O)c1ccccc1 (stereo unspecified),7%,-2.3,54,0.0%,-0.8%,3%,1%,-1%,1%,9.5%,
CC(=O)Nc1cccc(OCCCNS(=O)(=O)c2ccc(F)cc2)c1,17%,-0.2,28,-0.2%,-0.5%,5%,-13%,-1%,-6%,0.6%,
CC(C)(C)[C@@H]1C=C(C(=O)N2CCOCC2)O[C@H](OCc2ccc(CO)cc2)C1,-9%,-2.6,52,0.1%,2.3%,-3%,-2%,-3%,6%,1.1%,
CN(C)c1ccc(Cl)cc1N,2%,3.6,37,-0.1%,3.3%,-11%,2%,10%,16%,0.3%,
NC(=O)c1ccc(NC(=O)CN2C(=O)NC(c3ccccc3)(c3ccccc3)C2=O)cc1,-14%,0.2,104,-0.1%,-1.9%,1%,-3%,3%,-6%,0.2%,
C=CCn1c(=NC(=O)C2COc3ccccc3O2)sc2cccc(OC)c21 (stereo unspecified),19%,19,56,-0.2%,-0.6%,7%,-11%,7%,7%,0.2%,
CCCCCn1c(CN2CCCCC2CC)nc2c1c(=O)n(C)c(=O)n2C (stereo unspecified),-20%,0.5,97,-0.1%,1.6%,30%,-2%,2%,6%,1.0%,
COC(=O)NC1(C(F)(F)F)NC(=O)N(C2CCCCC2)C1=O (stereo unspecified),-2%,0.0,57,0.3%,0.3%,28%,5%,-4%,4%,0.5%,
